Bioassay records as filed in PubChem.
AHR activator: human AHR activation. P35869. AHR-responsive luciferase reporter cells, luminescence. activation, % at 5 µM. hit rate 2.5% among 320,000. AID 2796; in the data active = activation above about 47%;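 also: 0% = vehicle wells and 100% = reference agonist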
Target sequence (P35869 whole entry, looked up): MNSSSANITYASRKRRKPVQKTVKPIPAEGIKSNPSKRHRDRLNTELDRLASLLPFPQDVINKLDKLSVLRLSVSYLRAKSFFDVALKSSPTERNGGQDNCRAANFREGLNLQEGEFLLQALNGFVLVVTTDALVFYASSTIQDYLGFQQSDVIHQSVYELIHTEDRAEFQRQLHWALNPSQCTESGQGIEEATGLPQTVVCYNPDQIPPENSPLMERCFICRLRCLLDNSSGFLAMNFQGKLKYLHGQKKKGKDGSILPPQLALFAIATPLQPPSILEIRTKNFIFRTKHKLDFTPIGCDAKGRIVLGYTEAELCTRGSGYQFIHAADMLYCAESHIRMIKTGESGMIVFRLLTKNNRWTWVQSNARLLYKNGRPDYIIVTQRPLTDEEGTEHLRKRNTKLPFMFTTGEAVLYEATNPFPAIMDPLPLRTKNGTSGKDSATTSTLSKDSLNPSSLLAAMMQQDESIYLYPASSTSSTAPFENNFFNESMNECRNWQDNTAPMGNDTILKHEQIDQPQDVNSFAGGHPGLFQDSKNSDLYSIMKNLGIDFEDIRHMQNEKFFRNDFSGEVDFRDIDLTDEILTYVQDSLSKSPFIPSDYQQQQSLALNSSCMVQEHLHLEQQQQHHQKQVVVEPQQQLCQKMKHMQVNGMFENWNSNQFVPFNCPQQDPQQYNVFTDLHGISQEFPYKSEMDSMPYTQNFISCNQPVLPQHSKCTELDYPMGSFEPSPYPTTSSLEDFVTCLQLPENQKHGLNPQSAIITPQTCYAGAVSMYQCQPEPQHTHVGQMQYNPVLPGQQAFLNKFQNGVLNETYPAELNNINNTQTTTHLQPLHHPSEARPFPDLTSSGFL
AGP1 TOR yeast: modulators of TOR pathway AGP1-GFP in S. cerevisiae; AID 2066; hit rate 0.02% among 320,000; GFP response vs DMSO, % at 10 µM; S. cerevisiae AGP1-GFP multiplex flow cytometry, 3 h; GFP as percent of DMSO wells;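 active = GFP response relative to DMSO above a set limit, near screen average plus 3 SD, cut at about 150% in these data; inconclusive = fewer than 70 cells counted for the yeast strain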;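 also: median GFP channel fluorescence of the gated AGP1 strain per well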
Yeast superoxide: yeast age-related superoxide inhibition as caloric restriction mimetic; S. cerevisiae aged cells, superoxide DHE fluorescence; active compounds read low; superoxide response (% of plate mean), % at 10 µM; hit rate 0.18% among 330,000;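 active = superoxide response under a set limit, about three screen SD below normal, cut at about 65% in these data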;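 also: yeast aged for seven days with compound at 30 °C before DHE staining; 100% = average MFI of all compound-treated wells on the plate with controls excluded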
Efflux pump mplx: antifungal efflux pump inhibition, Nile Red retention; S. cerevisiae Candida pump triplex; hit rate 0.44% among 330,000; inhibition, % at 10 µM;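 active = plate passing quality check with inhibition over a set limit, or well fluorescence over plate mean plus 4 SD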;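 also: Nile Red retained in pooled yeast measured as flow cytometry median fluorescence; 0% = buffer negative control and 100% = Enniatin B positive control; higher means more Nile Red kept so more efflux inhibition; some compounds called inactive have numbers as strong as hits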
MEP2-GFP yeast: yeast TOR pathway MEP2-GFP modulation; GFP response vs DMSO, % at 10 µM; S. cerevisiae MEP2-GFP strain, flow cytometry GFP, 3 h; 100% = DMSO control level; hit rate 0.51% among 330,000;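 active = GFP response versus DMSO above a set limit, roughly screen mean plus 3 SD, cut at about 180% in these data; inconclusive = fewer than 70 cells counted for a yeast strain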;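 also: median GFP fluorescence of the barcode-gated MEP2-GFP cells per well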
LAP4-GFP MLPCN: modulators of TOR pathway LAP4-GFP in S. cerevisiae; hit rate 0.34% among 320,000; S. cerevisiae LAP4-GFP multiplex, flow cytometry GFP, 3 h; median GFP as percent of DMSO wells; GFP response vs DMSO, % at 10 µM;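 active = GFP response vs DMSO above a set limit, about the screen mean plus 3 SD, cut at about 150% in these data; inconclusive = under 70 cell events counted for the yeast strain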
RPL19A TOR yeast: alters RPL19A-GFP fluorescence in TOR pathway yeast screen; percent response vs DMSO, % at 10 µM; hit rate 0.3% among 330,000; S. cerevisiae RPL19A-GFP strain, flow cytometry, 3 h; active compounds read low;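 active = percent response vs DMSO below 50%; inconclusive = fewer than 70 events counted for the yeast strain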;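 also: median channel GFP fluorescence of the barcoded RPL19A-GFP strain; ratio of sample median GFP to plate DMSO average so 100% = DMSO; lower means less RPL19A-GFP as with rapamycin TOR inhibition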
CIT2 TOR yeast: alters CIT2-GFP fluorescence in TOR pathway yeast screen; S. cerevisiae CIT2-GFP strain, flow cytometry, 3 h; 100 means same as DMSO wells; GFP response vs DMSO, % at 10 µM; hit rate 0.065% among 320,000; AID 2029;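 active = GFP response relative to DMSO above a set limit, near the screen mean plus 3 SD, cut at about 150% in these data; inconclusive = Fewer than 70 cells measured for a yeast strain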;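 also: ratio of well median GFP fluorescence to mean of DMSO wells on the plate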
The depositor's hits bear a star; ? = inconclusive; & = joins results of further samples; [ ] = another dose, or the depositor's remark.

mol,CIT2 TOR yeast,MEP2-GFP yeast,Efflux pump mplx,RPL19A TOR yeast,Yeast superoxide,AHR activator,LAP4-GFP MLPCN,AGP1 TOR yeast
Oc1ccc(-c2nc3ncccn3c2Nc2ccc3c(c2)OCCO3)cc1,89.2,91.3,0.0,96.0,85.5,3.2,94.4,92.8
O=C(O)C(CCCCNS(=O)(=O)c1ccc(F)cc1)NS(=O)(=O)c1ccc(F)cc1 (stereo not drawn),99.3&95.0,91.4&94.3,1.4&-0.5,105.5&96.6,99.6&119.3,2.1&-2.5,93.6&92.2,99.9&94.5
O=C(COc1ccc([N+](=O)[O-])cc1)Nc1ccc(S(=O)(=O)N2CCOCC2)cc1,?,398.7*[may fluoresce violet],-0.1,58.5[may fluoresce violet],121.9,0.2,96.2[may fluoresce violet],24.3[may fluoresce violet]
COc1ccc(C(O)(C2CCCCC2)C(CN2CCCC2)c2ccccc2)cc1 (stereo not drawn),91.6,106.4,0.1,100.7,100.4,1.1,92.9,89.1
O=C(COC(=O)c1cccs1)NCCN1C(=O)CSC1=O,102.2,105.8,0.0,102.2,105.8,-0.1,101.1,101.1
Cc1ccccc1OCC(=O)OCC(=O)Nc1ccc(N2CCOCC2)cc1,92.1,94.8,0.1,99.0,88.5,-1.8,94.6,96.7
CCC(C(=O)N1CCN(c2ccccc2OC)CC1)c1ccccc1 (stereo not drawn),94.1,100.8,0.3,100.9,75.7,7.3,84.2,89.8
CC12CCC3c4ccc(O)cc4CCC3C1CC(O)C2O (stereo not drawn),83.9,91.7,0.0,96.8,113.0,0.5,111.9,82.2
O=C1c2ccccc2C(=O)N1CC(O)CNc1ccc(Br)cc1 (stereo not drawn),96.5,102.8,0.2,101.2,93.3,-1.4,106.7,97.6
Cc1cc(NC(=O)CCCn2nc([N+](=O)[O-])cc2C)no1,87.5,100.5,0.1,99.2,98.9,0.6,112.4,107.4
CCOC(=O)Nc1ccc2c(COC(=O)CNS(=O)(=O)c3cccc(Br)c3)cc(=O)oc2c1,93.5,111.5,0.5,100.8,111.9,-2.5,104.1,97.3
CN(Cc1ccccn1)Cc1cn(Cc2ccccc2)nc1-c1ccc2c(c1)OCO2,105.6,99.6,0.1,109.1,104.0,4.0,104.2,101.0
Cc1cc(C)nc(SCC(=O)N(C)CC(=O)Nc2ccccc2Br)n1,115.2,108.5,-0.1,110.0,96.8,-1.2,109.1,112.4
COc1ccc(C2=NOC(Cn3nc(C(=O)NCc4cccc(Br)c4)cc3-c3ccccc3)C2)cc1 (stereo not drawn),103.0,98.8,-0.1,98.0,93.0,3.6,96.8,102.5
COC(=O)CCN1CCN(S(=O)(=O)c2ccc3c(c2)OCCO3)CC1,98.3,103.2,-0.2,97.5,90.5,1.4,93.1,93.3
O=C(CCNS(=O)(=O)c1ccccc1Cl)OCc1nnc(-c2ccccc2Cl)o1,93.3,90.8,-0.2,94.0,89.0,-0.4,92.1,94.8
O=C(O)C1CSC(c2ccccc2)N1C(=O)c1ccco1 (stereo not drawn),94.7,92.6,0.1,99.7,124.2,0.8,107.5,103.5
Cc1cc(C)n(-c2nnc(C)c(=O)[nH]2)n1,118.3,105.1,-0.1,101.6,113.8,1.6,94.8,107.8
O=C1OC(/C=C/c2ccccc2)=NC/1=C/C=C/c1ccccc1,104.0,94.2,0.0,103.2,113.5,-1.6,91.4,98.8
Cc1ccc(OC(=O)c2cc(=O)c3ccccc3o2)cc1,100.6,100.1,-0.1,102.7,101.2,5.8,101.3,100.1

mol,CIT2 TOR yeast,MEP2-GFP yeast,Efflux pump mplx,RPL19A TOR yeast,Yeast superoxide,AHR activator,LAP4-GFP MLPCN,AGP1 TOR yeast
COc1ccc2c(c1)/C(=N/N1C(=O)c3ccccc3C1=O)C(=O)N2,102.0,103.6,-0.1,98.8,99.5,0.9,100.8,103.0
COc1ccc(-n2c(SCC(=O)Nc3ncc(Cl)cc3Cl)nc3ccccc32)cc1,92.8,95.5,0.8*,100.3,98.5,6.6,103.0,104.8
CN1CCC(N2CCN(c3cccc(C(F)(F)F)c3)CC2)CC1,96.9,96.7,0.0,97.3,106.3,-1.6,96.4,101.5
CCCCOCCCNS(=O)(=O)c1ccccc1,97.7,102.5,0.1,96.1,89.0,10.6,100.9,97.4
O=C(CCc1ccccc1)C(=O)N1CCCC(C(=O)c2cccc(Cl)c2)C1 (stereo not drawn),91.6,96.8,0.2,91.3,105.8,-0.4,102.2,95.1
O=C(CSc1nc2ccccc2o1)N1CCOCC1,92.3,100.5,0.0,97.9,102.7,1.4,103.1,96.9
Cc1cccc(NC(=O)COC(=O)c2ccc3nc(C)c(C)nc3c2)c1,93.1,97.2,0.3,94.3,103.2,0.7,95.0,94.2
C/C(=N\OCc1nc2ccccc2c(=O)n1/N=C/c1cc([N+](=O)[O-])ccc1O)c1ccccc1,100.5,101.4,0.1,111.2,92.0,35.8,86.1,99.3
CCOc1ccccc1NC(=S)N1CCC(NC(=O)C(C)(C)C)CC1,97.8,93.5,-0.3,96.8,104.9,0.1,85.6,93.5
O=C(Cc1ccccc1)N/N=C/c1ccccc1OCc1ccc(Cl)cc1,88.2,99.5,0.0,87.3,114.7,18.7,76.5,80.0
COc1ccccc1OCC(O)CN1CCN(C(=O)c2ccccc2)CC1 (stereo not drawn),123.2,114.9,-0.1,102.0,112.2,17.7,85.1,103.3
COc1ccc2[nH]c(CN3CCN(C(C)C)C(CCO)C3)c(C)c2c1 (stereo not drawn),103.2,94.8,0.1,95.2,92.7,5.4,109.8,109.3
CC(=O)c1ccc(N2CCN(CC(=O)Nc3cc(C)on3)CC2)cc1,100.3,100.6,-0.1,105.4,105.2,0.3,97.4,98.9
COc1ccc(-c2c(-c3ccc(OC)c(C)c3O)n[nH]c2C)cc1,89.2,90.6,0.4,101.8,104.4,11.8,88.1,92.7
CC(=O)c1cccc(NC(=O)COC(=O)COc2c(Cl)cc(Cl)c3ccc(C)nc23)c1,101.3,106.5,0.0,100.3,78.2,0.8,102.8,96.6
O=C(CSc1nccc(=O)[nH]1)NCc1ccc(Cl)cc1,100.0,119.9,0.1,93.5,101.3,2.2,99.8,91.4
c1c(CC2CCCC2)nnn1C[C@H]1CC[C@@H]([C@@H]2CC[C@H](Cn3cc(CC4CCCC4)nn3)O2)O1,107.6,93.0,-0.1,105.4,97.4,-2.0,121.1,93.5
CSc1sc(-c2n[nH]c(=S)n2C)c2c1C=CCC2,105.4,104.6,0.2,99.6,85.5,-0.9,111.2,107.2
CC1CCc2c(sc3nc(SCC(=O)O)n(-c4ccccc4)c(=O)c23)C1 (stereo not drawn),104.9,110.4,0.1,104.5,129.7,0.5,109.7,112.1
Cc1ccc(NC(=O)CN(C)CC(=O)Nc2ccccc2-c2ccccc2)cc1,102.3,102.8,0.1,96.3,90.2,11.5,85.7,97.4

mol,CIT2 TOR yeast,MEP2-GFP yeast,Efflux pump mplx,RPL19A TOR yeast,Yeast superoxide,AHR activator,LAP4-GFP MLPCN,AGP1 TOR yeast
Cc1cccn2c(=O)c(/C=N/O)c(Nc3ccccc3F)nc12,93.0,91.6,0.0,98.3,89.3,27.4,103.1,98.6
CC12CCC(C/C1=N/NC(=O)COc1ccccc1Cl)C2(C)C (stereo not drawn),93.2,94.6,0.0,97.2,97.8,0.5,94.2,99.6
COc1ccccc1N(CC(=O)NCCSc1ccccn1)S(=O)(=O)c1ccccc1,100.5,107.9,0.3,101.3,95.1,2.3,98.3,99.5
CSc1nc2c(c(=O)[nH]c(=O)n2C)n1Cc1ccc(Cl)cc1,102.3,104.2,0.1,97.5,106.1,2.4,88.5,96.3
CCOC(=O)c1ccc(NC(=O)c2cn(CCC#N)nc2-c2ccc3c(c2)OCCO3)cc1,101.0,98.6,-0.3,100.4,97.5,-4.0,101.6,100.8
CN(C)CCOc1cc(Cl)cc(Cl)c1,116.8,109.9,-0.4,107.5,95.7,-2.0,93.5,107.8
O=C(O)CCc1ccc(-c2ccc(Cl)cc2)n1CC(=O)O,95.8,98.0,-0.1,92.9,89.1,2.6,98.4,97.5
Cc1c(O)ccc(/C(Cc2ccc3ccccc3n2)=N\N)c1O,89.8,95.1,-0.2,96.4,94.3,33.7,108.8,102.9
CCOc1cc(C(=O)NCCC(=O)N2CCC3(CC2)NCCc2[nH]cnc23)cc(OCC)c1OCC,100.2,94.0,0.0,95.6,108.0,-0.6,88.8,97.2
COc1ccc(NC(=O)C2CCN(S(=O)(=O)c3ccc4c(c3)NC(=O)CO4)CC2)cc1,103.0,105.5,0.1,100.4,81.3,3.4,100.8,102.9
OCCNCc1cccc(OCc2ccc(Cl)cc2)c1,95.2,98.6,-0.4,99.3,98.2,4.8,105.9,102.5
COc1cc2c(cc1OC)C(c1ccccc1)NCC2 (stereo not drawn),102.6,97.3,0.1,102.2,105.6,2.4,92.7,97.9
Cc1ccsc1C(=O)NNC(=O)c1ccccc1F,103.7,101.9,0.0,100.0,100.0,0.4,98.0,101.6
Cn1cc(Cl)c(C(=O)Nc2nc3ccc(Cl)cc3s2)n1,90.5,100.8,0.0,94.1,91.5,1.0,112.6,91.2
O=C(NCCOc1ccc(Cl)cc1)C1CC(=O)N(c2ccc3c(c2)OCCO3)C1 (stereo not drawn),97.0,91.9,0.1,94.5,110.6,1.6,101.2,93.6
CCOC(=O)Cc1csc(NC(=O)COc2ccc3c(c2)CCC3)n1,107.7,111.4,-0.1,103.9,108.9,-1.0,98.3,96.5
Cc1ccc(NC(=O)CN2C(=O)N/C(=C/c3ccco3)C2=O)cc1,102.8,102.2,0.1,99.5,110.1,0.4,96.1,97.8
O=c1cc(-c2ccc(Cl)cc2)oc(=O)[nH]1,104.6,98.1,0.0,100.4,101.4,-1.2,102.8,100.2
COc1ccc2sc(-c3ccc(S(C)(=O)=O)cc3)c(C#CCO)c2c1,77.9,94.1,0.2,91.2,108.8,16.8,93.2,91.1
CCOc1ccccc1C1CC(=O)Nc2cc3c(cc21)OCO3 (stereo not drawn),116.4,104.9,0.0,104.2,90.4,7.2,79.5,95.2
CC1=NN(c2ccccc2)C(=O)/C1=C/N(C)C,109.1,102.9,0.1,104.2,101.2,0.5,111.1,106.6
O=S(=O)(c1ccc(Oc2ccc(S(=O)(=O)N3CCOCC3)cc2)cc1)N1CCOCC1,102.5,108.8,-0.2,104.1,97.6,-4.7,105.0,109.6

Given with each value named: four of the compounds above
> O=C(NCCOc1ccc(Cl)cc1)C1CC(=O)N(c2ccc3c(c2)OCCO3)C1 (stereo not drawn)
  CIT2 TOR yeast = 97.0
  MEP2-GFP yeast = 91.9
  Efflux pump mplx = 0.1
  RPL19A TOR yeast = 94.5
  Yeast superoxide = 110.6
  AHR activator = 1.6
  LAP4-GFP MLPCN = 101.2
  AGP1 TOR yeast = 93.6
> COc1ccccc1N(CC(=O)NCCSc1ccccn1)S(=O)(=O)c1ccccc1
  CIT2 TOR yeast = 100.5
  MEP2-GFP yeast = 107.9
  Efflux pump mplx = 0.3
  RPL19A TOR yeast = 101.3
  Yeast superoxide = 95.1
  AHR activator = 2.3
  LAP4-GFP MLPCN = 98.3
  AGP1 TOR yeast = 99.5
> COc1ccc(C(O)(C2CCCCC2)C(CN2CCCC2)c2ccccc2)cc1 (stereo not drawn)
  CIT2 TOR yeast = 91.6
  MEP2-GFP yeast = 106.4
  Efflux pump mplx = 0.1
  RPL19A TOR yeast = 100.7
  Yeast superoxide = 100.4
  AHR activator = 1.1
  LAP4-GFP MLPCN = 92.9
  AGP1 TOR yeast = 89.1
> COc1ccc2sc(-c3ccc(S(C)(=O)=O)cc3)c(C#CCO)c2c1
  CIT2 TOR yeast = 77.9
  MEP2-GFP yeast = 94.1
  Efflux pump mplx = 0.2
  RPL19A TOR yeast = 91.2
  Yeast superoxide = 108.8
  AHR activator = 16.8
  LAP4-GFP MLPCN = 93.2
  AGP1 TOR yeast = 91.1
